SMARCA2 activ: SMARCA2 function activation, primary screen; 370,000 tested, 1% active; activation, % at 9.1 µM; MG213 cells, MMTV-luciferase reporter, dexamethasone, overnight; in the data active = activation above about 7.8%;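 also: 0% = vehicle wells and 100% = reference activator wells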
ssDAF12 agonist: activators of S. stercoralis DAF-12 nuclear receptor; HEK293 ssDAF-12/GRIP1 lit1-tk-luc reporter, luminescence; % of 3 µM dafachronic acid response; activation, % at 6.8 µM; 370,000 tested, 1% active;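 active = activation above the mean over all tested compounds plus 3 SD, cut at about 0.9% in these data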;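 also: 0% = DMSO-only wells and 100% = 3 µM delta7-dafachronic acid wells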
DAX1 inh-1: inhibitors of human orphan nuclear receptor DAX1 (NR0B1) | P51843 | HEK293 Gal4-DAX1 luciferase reporter, luminescence | inhibition, % at 6.75 µM | 340,000 tested, 0.99% active | AID 504766;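 active = inhibition above the mean over all tested compounds plus 3 SD, cut at about 4.2% in these data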;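 also: 0% = DAX1-transfected cells with DMSO and 100% = empty-vector control cells with DMSO; inhibition shows as a rise in luminescence from relieved DAX1 repression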
PLCg1 inh: inhibitors of human phospholipase C gamma1; P19174; purified PLC-gamma1, fluorogenic substrate, fluorescence; inhibition, % at 12.2 µM; 370,000 tested, 0.84% active; in the data active = inhibition above about 9.5%
Target sequence (P19174 whole entry, looked up): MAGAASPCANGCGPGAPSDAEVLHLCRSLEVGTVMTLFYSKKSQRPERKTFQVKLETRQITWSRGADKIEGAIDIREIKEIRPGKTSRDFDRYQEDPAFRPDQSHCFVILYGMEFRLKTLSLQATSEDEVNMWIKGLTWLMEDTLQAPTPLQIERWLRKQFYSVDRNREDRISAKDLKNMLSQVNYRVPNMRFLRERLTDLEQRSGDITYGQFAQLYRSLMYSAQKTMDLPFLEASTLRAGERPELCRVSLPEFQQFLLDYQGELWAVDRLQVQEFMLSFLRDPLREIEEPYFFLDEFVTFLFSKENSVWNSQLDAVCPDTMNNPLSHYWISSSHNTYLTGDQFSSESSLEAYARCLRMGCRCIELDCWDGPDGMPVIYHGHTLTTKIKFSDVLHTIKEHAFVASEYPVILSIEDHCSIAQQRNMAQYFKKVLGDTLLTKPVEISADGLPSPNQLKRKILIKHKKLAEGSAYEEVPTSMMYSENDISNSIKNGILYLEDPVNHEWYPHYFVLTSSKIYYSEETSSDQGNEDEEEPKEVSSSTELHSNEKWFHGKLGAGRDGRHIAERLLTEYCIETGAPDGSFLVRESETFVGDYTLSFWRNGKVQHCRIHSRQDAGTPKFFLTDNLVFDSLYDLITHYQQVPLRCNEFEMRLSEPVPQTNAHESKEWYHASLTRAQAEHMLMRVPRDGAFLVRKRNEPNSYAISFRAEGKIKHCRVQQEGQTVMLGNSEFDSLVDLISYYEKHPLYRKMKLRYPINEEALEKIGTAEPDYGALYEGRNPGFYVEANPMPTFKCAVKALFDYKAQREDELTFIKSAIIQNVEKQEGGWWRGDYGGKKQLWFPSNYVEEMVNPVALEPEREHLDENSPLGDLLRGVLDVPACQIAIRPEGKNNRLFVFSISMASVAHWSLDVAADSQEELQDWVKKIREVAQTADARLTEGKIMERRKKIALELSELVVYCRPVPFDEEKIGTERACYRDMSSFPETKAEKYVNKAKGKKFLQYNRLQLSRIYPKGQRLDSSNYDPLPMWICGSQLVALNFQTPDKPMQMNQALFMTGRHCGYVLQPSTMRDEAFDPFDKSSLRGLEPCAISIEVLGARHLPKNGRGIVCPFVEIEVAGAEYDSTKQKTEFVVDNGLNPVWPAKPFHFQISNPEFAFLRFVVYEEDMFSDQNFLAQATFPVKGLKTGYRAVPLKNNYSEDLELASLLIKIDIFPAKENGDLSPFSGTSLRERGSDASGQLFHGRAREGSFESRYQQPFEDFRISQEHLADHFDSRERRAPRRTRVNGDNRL
DAX1 inh-2: blocks DAX1 repression of SF-1 activated StAR promoter; inhibition, % at 6.8 µM; HEK293T StAR-luciferase reporter, SF-1/DAX-1 repression relief; AID 652010; 370,000 tested, 1.1% active;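 active = inhibition above the mean over all tested compounds plus 3 SD, cut at about 3.6% in these data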;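 also: 0% = DAX-1 cells with DMSO and 100% = cells lacking DAX-1 with DMSO; higher inhibition means more luminescence from relief of DAX-1 repression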
NR1D1 modulator: Rev-erb alpha (human) modulation | activity, % at 10 µM | Rev-erbα–FITC-DNA binding, fluorescence polarization, 90 min | 370,000 tested, 0.79% active | P20393;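 active = activity above about 14%, limit read from the data; passing the limit was not always enough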;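 also: 0% = DMSO wells with 35 nM protein and 100% = DMSO wells with 750 nM protein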
hcDAF-12 act: activators of H. contortus DAF-12 nuclear receptor; HEK293 hcDAF-12 lit1-tk-luc reporter, luminescence; 0% DMSO, 100% Δ7-dafachronic acid; activation, % at 6.8 µM; 370,000 tested, 1.4% active; AID 652067;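 active = activation above the mean of all tested compounds plus 3 SD, cut at about 5.5% in these data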;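 also: 100% = response to 3 µM Δ7-dafachronic acid high control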
MBD2 inh: MBD2-methylated oligo binding inhibition; Q9UBB5; TR-FRET, MBD2 binding to methylated oligonucleotide; inhibition, % at 4.4 µM; 370,000 tested, 0.31% active; in the data active = inhibition above about 13%
hgDAF12 agonist: hgDAF-12 agonism, primary luciferase screen; 370,000 tested, 1.8% active; activation, % at 6.8 µM; HEK293 GAL4-hgDAF12 UAS-luciferase reporter, agonist luminescence; normalized to butyrate control;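 active = activation above a cutoff set at the mean of all screened compounds plus 3 SD, cut at about 10% in these data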;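 also: 0% = DMSO wells and 100% = sodium butyrate wells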
PLCb3 inh: blocks human PLC-beta3 enzyme activity | Purified PLC-beta3, fluorogenic substrate, fluorescence | inhibition, % at 12.2 µM | 370,000 tested, 0.18% active; in the data active = inhibition above about 11%;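 also: 0% = median of compound wells on plate and 100% = full blocker control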
ADAM17 inh: inhibits human ADAM17 | P78536 | 370,000 tested, 0.83% active | recombinant ADAM17, EDANS/DABCYL FRET peptide cleavage | inhibition, % at 6.95 µM;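 active = inhibition above the mean of compounds lying between control limits plus 3 SD, set per campaign, cut at about 8.5% in these data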;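 also: 0% = DMSO-only wells as the low control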
* hit, by the source's call; . = not tested or not shown.

Second line of a record – SMARCA2 activ	ssDAF12 agonist	DAX1 inh-1	PLCg1 inh	DAX1 inh-2	NR1D1 modulator	hcDAF-12 act	MBD2 inh	hgDAF12 agonist	PLCb3 inh	ADAM17 inh
- c1ccc(-c2ccc(CN3CCN(c4ncccn4)CC3)cc2)cc1
    -4	-0.5	0.2	-2	0.1	-2	-0.8	-5	2.1	-1	2
- COc1ccc(-c2csc(NC3CCCCC3)n2)c(OC)c1
    -3	-1.9	0.1	-9	-0.9	6	-2.2	2	-3.5	-19	-3
- O=C(Nc1ccc(F)cc1F)c1cc2ncc(Br)cn2n1
    1	-1.5	.	2	0.1	0	-0.6	3	3.9	-2	-1
- CCN(CC)CCCNC(=O)C(C)n1c2ccccc2c2nc(=O)cc(C)n21 (stereo unspecified)
    0	-0.8	5.4*	2	0.6	2	-1.1	-6	-1.2	-4	-2
- CC1=NN(C(N)=S)C(=O)C1N=Nc1ccccc1C(=O)O (stereo unspecified)
    4	-0.8	0.6	7	-0.3	5	0.5	-12	-3.2	-2	2
- CC(C)CNC(=O)COC(=O)/C=C/c1ccco1
    -4	-1.3	-1.2	2	0.2	-5	-1.7	0	-1.0	3	1
- O=S(=O)(N/N=C\C=C\c1ccccc1)c1ccc(Br)cc1
    -1	-0.8	0.7	5	0.8	3	-0.5	-6	-0.2	2	3
- O=C(Nc1nnc(-c2ccco2)o1)c1ccc2ccccc2c1
    -2	-1.2	-0.7	-4	0.1	2	1.6	5	-4.3	-2	3
- Cc1cc(C(=O)OCC(=O)N2CCOCC2)ccc1[N+](=O)[O-]
    -3	-1.6	-0.2	2	-0.1	-5	-1.2	4	-0.6	-2	-5
- COC(=O)c1c(NC(=O)CSc2ncnc3[nH]ncc23)sc2c1CCC2
    -1	0.2	-2.2	0	-0.2	-3	0.0	2	0.4	-1	-2
- O=C(Nc1ccc(F)cc1)c1nc(S(=O)(=O)Cc2ccccc2)ncc1Cl
    -8	-0.1	-0.8	1	1.7	5	0.2	2	-0.8	-8	-2
- CC(=O)Nc1ccc(NC(=O)C(C)OC(=O)CSCc2cccc(Cl)c2)cc1 (stereo unspecified)
    1	-0.9	0.8	1	-0.3	6	-0.8	-2	3.8	-9	2
- CC(=O)Nc1c(Cl)cc(Cl)c2c1Cc1cc(Cl)ccc1-2
    -3	-0.7	2.0	3	0.6	1	-0.1	3	2.1	-1	-3
- O=C(C1CCCCC1)N1CCc2[nH]c3ccc(F)cc3c2C1
    -2	-1.0	-0.2	-4	0.0	4	-0.8	4	-1.6	-12	-7
- COCCCn1c(-c2ccccc2)nc2ccccc2c1=O
    0	-1.8	1.4	2	0.1	-2	-1.5	3	1.6	-1	-4
- Nc1c(N2CCCC2)c2ccccc2oc1=O
    -2	-0.8	.	-7	0.1	2	-0.1	-3	-1.6	-8	-7
- C[C@H](CO)NC(=O)[C@H](C)[C@H]1C[C@]1(C)[C@H](NC(=O)OCc1ccccc1)c1ccccc1
    3	-0.6	0.1	3	-0.5	1	-1.0	-1	0.8	4	-1
- COc1ccc(Cn2ccc3ccc(-c4ccc5ccn(C(=O)c6ccccc6C)c5c4)cc32)cc1
    0	-1.3	.	-33	-1.4	5	-1.3	-2	4.2	-47	-8
- CC(C)n1c(CN(C)c2ccccc2)nc2ccccc21
    0	-1.9	0.6	-4	-0.5	4	-3.0	1	-2.3	-3	1
- COc1ccc(OCc2cc(C(=O)NC(C)Cc3cnccn3)no2)c(Cl)c1 (stereo unspecified)
    1	-0.7	2.5	-2	0.0	-4	3.5	-2	4.3	-12	-6
- CCCN(CC(=O)Nc1ccccc1C)C(=O)CCNC(=O)c1ccccc1Cl
    1	-0.6	1.6	2	-0.7	-3	0.5	-6	0.0	4	-1
- CCCCCCc1c(C)c2ccc(OCC(=O)N3CCC[C@H]3C(=O)O)c(C)c2oc1=O
    2	-1.5	0.9	-28	0.0	-11	3.3	1	-0.2	-37	-193
- CC(C)C1N=C2c3ccccc3N=C(SCC#N)N2C1=O (stereo unspecified)
    2	-0.7	-0.3	-3	-0.8	-1	-1.3	4	-0.3	-3	-14
- COC(=O)C1=C(C)N(C)C(=NCc2ccccc2C(F)(F)F)NC1c1ccc(C(F)(F)F)cc1 (stereo unspecified)
    -1	-1.2	.	-1	-0.2	1	-1.0	0	0.4	0	-2
- O=C1c2ccccc2NC(c2ccc(Cl)cc2Cl)N1O (stereo unspecified)
    -1	-1.0	1.3	-13	0.0	-2	2.0	4	2.2	-8	-18
- C[C@@H]1CN([C@@H](C)CO)C(=O)CCCn2cc(nn2)CO[C@H]1CN(C)C(=O)Nc1ccc(C(F)(F)F)cc1
    1	-1.1	.	-2	-0.8	1	-1.4	-6	1.7	2	-4
- Cc1ccc2nc(-c3ccncc3)c(NC3CCCC3)n2c1
    3	-0.8	5.0*	-82	-1.0	1	-1.3	-6	0.6	-122	-3
- CC(=O)c1ccccc1NC(=O)COC(=O)/C=C/c1ccc(OC(F)F)cc1
    1	-0.7	-0.3	1	0.7	0	0.6	0	2.4	-8	-2
- Cc1ccc(S(=O)(=O)NCc2ccc(C(=O)N3CCN(c4ccc([N+](=O)[O-])cc4)CC3)cc2)cc1
    -5	-2.5	-1.6	6	-11	2	-6.2	-6	-2.2	-55	4
- CC(=O)N1CCSc2ccc(S(=O)(=O)NCCc3ccc(Cl)cc3)cc21
    -6	-1.5	-1.3	1	-1.1	1	-3.5	-1	-2.1	-4	4
- CC1CCN(c2ccc(C(=O)N3CCOCC3)cc2[N+](=O)[O-])CC1
    1	-1.4	-0.4	5	0.1	-1	-1.3	-7	-0.4	5	1
- COc1cccc(NC(=O)CSc2nc3c(oc4ccccc43)c(=O)[nH]2)c1
    1	-1.8	1.1	-3	0.5	3	-1.8	3	2.1	-5	-3
- O=c1oc2ccccc2c2[nH]ccc12
    -4	-1.7	0.4	-1	-0.7	1	-2.0	1	-2.1	-2	3
- Cc1cccc(-n2nc3c(c2NC(=O)C2CC2)CS(=O)(=O)C3)c1C
    -2	-0.9	0.6	1	0.7	-6	-2.3	-5	0.6	4	-3
- C=CCSc1n[nH]c(=O)n1-c1cccc(C(F)(F)F)c1
    -2	-0.9	-0.2	0	-0.2	-4	0.2	2	0.0	-3	0
- CCCC(=O)Nc1cc(C)cn(Cc2c(F)cccc2Cl)c1=O
    -3	-1.2	-1.5	-2	-0.3	-1	0.4	3	1.3	-11	-3
- O=C(/C=C/c1ccc(O)c(O)c1)OC1C(O)CC(OC(=O)/C=C/c2ccc(O)c(O)c2)(C(=O)O)CC1O (stereo unspecified)
    0	-1.2	0.7	3	-0.1	-4	-1.4	-2	-3.0	-6	-2
- COC(=O)c1ccc(CSc2nc(N)cc(N)n2)cc1
    2	-1.4	0.5	0	0.1	0	-1.4	-2	2.0	1	-1
- Nc1nc(NCc2ccc(Cl)cc2)nc(NCCO)c1[N+](=O)[O-]
    -7	-1.0	2.1	4	0.6	7	-2.2	0	-3.6	-3	-2
- COc1ccccc1C1CC(c2cccc(NS(C)(=O)=O)c2)=NN1S(=O)(=O)c1ccccc1 (stereo unspecified)
    0	-1.2	-0.9	2	-0.1	-7	0.9	-4	-1.3	-5	4

Entries from the list above that contain a COOH group (three):
Second line of a record – SMARCA2 activ	ssDAF12 agonist	DAX1 inh-1	PLCg1 inh	DAX1 inh-2	NR1D1 modulator	hcDAF-12 act	MBD2 inh	hgDAF12 agonist	PLCb3 inh	ADAM17 inh
- CC1=NN(C(N)=S)C(=O)C1N=Nc1ccccc1C(=O)O (stereo unspecified)
    4	-0.8	0.6	7	-0.3	5	0.5	-12	-3.2	-2	2
- CCCCCCc1c(C)c2ccc(OCC(=O)N3CCC[C@H]3C(=O)O)c(C)c2oc1=O
    2	-1.5	0.9	-28	0.0	-11	3.3	1	-0.2	-37	-193
- O=C(/C=C/c1ccc(O)c(O)c1)OC1C(O)CC(OC(=O)/C=C/c2ccc(O)c(O)c2)(C(=O)O)CC1O (stereo unspecified)
    0	-1.2	0.7	3	-0.1	-4	-1.4	-2	-3.0	-6	-2

Individual results from the list.
Result of COC(=O)c1ccc(CSc2nc(N)cc(N)n2)cc1 under hgDAF12 agonist: 2.0
Result of Cc1cccc(-n2nc3c(c2NC(=O)C2CC2)CS(=O)(=O)C3)c1C under ADAM17 inh: -3

New compounds follow.
Second line of a record – SMARCA2 activ	ssDAF12 agonist	DAX1 inh-1	PLCg1 inh	DAX1 inh-2	NR1D1 modulator	hcDAF-12 act	MBD2 inh	hgDAF12 agonist	PLCb3 inh	ADAM17 inh
- Cc1cc(/C=C2/C(=O)N(C)C(=S)N2C)ccc1N1CCCC1
    5	0.3	-0.1	-3	0.5	17	4.0	2	1.6	-4	0
- O=C(C1CC1)N1N=C(c2ccccc2)CC1(O)C(F)(F)F (stereo unspecified)
    0	-0.7	0.8	1	-0.3	3	-2.3	2	1.6	-3	-1
- CCn1c(N)c(Br)c(=O)[nH]c1=O
    -3	-1.2	2.7	3	0.0	-1	0.1	-2	0.8	-7	-3
- CN1C(=O)N(CC(=O)N2CCN(S(=O)(=O)/C=C/c3ccccc3)CC2)C(=O)C12CCCCC2
    -2	-0.6	0.0	-3	-0.8	2	0.0	4	-2.0	-4	-6
- CCS(=O)(=O)NCCCc1ccccc1
    -7	-1.0	1.3	-4	-0.5	0	-2.2	-7	-0.3	1	-9
- COCCN(CCOC)C(=O)CN1C(=O)NC(Cc2c[nH]c3ccccc23)C1=O (stereo unspecified)
    -3	0.6	3.2	1	0.3	-2	2.7	-5	1.4	-6	-4
- Cc1cc(C)c(S(=O)(=O)N2CCCC(C(=O)NCCC3=CCCCC3)C2)c(C)c1 (stereo unspecified)
    5	-0.8	0.2	4	0.8	8	1.9	4	2.2	0	-2

Bioassay records deposited in PubChem by several laboratories.
